Rtt109 HAT inh: inhibitors of C. albicans Rtt109/Vps75 HAT, primary screen, biochemical, ThioGlo CoA-SH fluorescence, plate reader | inhibition, % at 34.9 µM | purified Rtt109/Vps75, 4 h | 330,000 tested, 0.16% active | Histone acetyltransferase RTT109 (Candida albicans (strain SC5314 / ATCC MYA-2876)), …;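 active = inhibition of at least 50% in every replicate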
Target sequence (Q5AAJ8 whole entry, looked up): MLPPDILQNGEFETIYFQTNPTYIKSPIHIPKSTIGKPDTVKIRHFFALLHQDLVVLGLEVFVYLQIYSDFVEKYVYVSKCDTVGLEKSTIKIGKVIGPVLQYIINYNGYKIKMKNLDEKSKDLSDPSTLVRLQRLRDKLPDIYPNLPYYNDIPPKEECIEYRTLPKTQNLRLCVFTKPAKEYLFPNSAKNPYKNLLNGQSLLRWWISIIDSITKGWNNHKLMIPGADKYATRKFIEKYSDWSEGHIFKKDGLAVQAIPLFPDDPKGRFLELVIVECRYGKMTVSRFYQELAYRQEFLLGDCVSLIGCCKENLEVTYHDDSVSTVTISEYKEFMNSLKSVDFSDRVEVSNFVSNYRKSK
RTF Ca sens act: cardiac RTF calcium sensitivity activators, primary screen, biochemical, IANBD-TnC fluorescence, EC20 calcium | IANBD-labeled TnC RTF fluorescence at EC20 calcium; 0% EC20 calcium, 100% full calcium | activation, % at 7.2 µM | 340,000 tested, 0.24% active | AID 493008, 2010;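 active = activation above the mean over all tested compounds plus 3 SD, cut at about 30% in these data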;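 note: rise in fluorescence read as greater calcium sensitivity of cardiac thin filaments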
DAGLB inh: DAGLB lipase inhibitors, primary screen, biochemical, fluorescence, HTS; Diacylglycerol lipase-beta (Homo sapiens), Q8NCG7; HEK293T DAGLB membrane lysate, EnzChek fluorogenic substrate; inhibition, % at 5.17 µM; 340,000 tested, 0.059% active; in the data active = inhibition above about 34%;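 note: 0% = enzyme with vehicle and 100% = wells lacking enzyme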
CAL PDZ FP-1: CAL PDZ peptide-binding inhibitors, primary screen, biochemical, fluorescence polarization, Cer-tagged CAL PDZ, HTS; Golgi-associated PDZ and coiled-coil motif-containing protein (Homo sapiens), Q9HD26; purified CAL PDZ, TMR-peptide fluorescence polarization, 1 h; AID 504414, 2011; inhibition, % at 20 µM; 330,000 tested, 0.02% active;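 active = highest replicate inhibition of at least 40%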;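 note: plate controls were DMSO neutral control wells for no effect and unlabeled competitor peptide control wells for full effect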
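Material: tagged CAL PDZ domain; buffer or medium: 25 mM sodium phosphate pH 7.4, 150 mM NaCl, TCEP, IgG, Thesit; compound dosing: single point, 20 µM; schedule: 1 h incubation at room temperature before polarization reading; measured by: FP readout, S and P plane fluorescence; read-out basis: percent inhibition from loss of millipolarization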
RTF Ca sens inh: cardiac RTF calcium sensitivity inhibitors, primary screen, biochemical, IANBD-TnC fluorescence, EC70 calcium; Troponin I, cardiac muscle (Homo sapiens) + Troponin T, cardiac muscle (Homo sapiens) + …; IANBD-labeled cardiac RTF, Ca2+ fluorescence; inhibition, % at 7.15 µM; 340,000 tested, 0.12% active;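 active = inhibition above the mean inhibition of all tested compounds plus 3 SD, cut at about 17% in these data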;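 note: assay run at fixed EC70 calcium of 1.6 mM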
SR-BI DiI-HDL act: activators of SR-BI mediated DiI-HDL uptake, primary screen, ldlA[mSR-BI] CHO cells, DiI fluorescence; 3 h; 100 = double the neutral-control signal; activation, % at 12.5 µM; 320,000 tested, 0.096% active;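 active = mean replicate activation of at least 60% and every replicate at or above 60%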;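 note: 0% = median plate neutral-control signal and 100% = twice that signal; values of inactives mirror those of a sister screen read the other way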
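material = CHO ldlA[mSR-BI] cells | medium = Ham's F12 with 0.5% BSA, HEPES 25 mM, pH 7.4 | reagent = fluorescent DiI-HDL, 10 µg/mL final | compound dosing = single-point compound dose | incubation = 3 h, 37 °C | measured by = bottom-read fluorescence, 550/595 nm | measure = HDL uptake via cellular fluorescence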
PKA-R2B act: activators of PKA-R2B holoenzyme, primary screen, biochemical, fluorescence polarization, Cy5-IP20, human. cAMP-dependent protein kinase catalytic subunit beta (Homo sapiens) + cAMP-dependent …. PKA-R2B holoenzyme dissociation; R2B truncated from residue 108, S112A mutant; 0% DMSO only, 100% 113 µM cGMP. activation, % at 11.4 µM. 340,000 tested, 0.079% active. AID 504700, 2011;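 active = activation above a cutoff set at the mean over all compounds plus 3 SD, cut at about 18% in these data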;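 note: higher means more holoenzyme dissociation and a rise in polarization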
Target sequence (P31323 whole entry, looked up, other chains not shown, the tested form may be a part): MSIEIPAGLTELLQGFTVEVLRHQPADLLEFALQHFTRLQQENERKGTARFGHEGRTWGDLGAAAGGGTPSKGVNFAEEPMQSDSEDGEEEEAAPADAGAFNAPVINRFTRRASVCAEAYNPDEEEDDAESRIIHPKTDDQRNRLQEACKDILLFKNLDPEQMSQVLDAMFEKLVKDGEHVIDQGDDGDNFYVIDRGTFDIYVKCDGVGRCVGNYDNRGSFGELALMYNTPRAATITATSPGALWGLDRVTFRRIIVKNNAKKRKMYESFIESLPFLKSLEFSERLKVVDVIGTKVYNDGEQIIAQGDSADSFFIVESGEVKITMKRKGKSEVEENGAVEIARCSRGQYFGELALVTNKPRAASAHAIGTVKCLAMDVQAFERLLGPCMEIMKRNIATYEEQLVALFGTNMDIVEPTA
CAL PDZ FP-2: untagged CAL PDZ binding inhibitors, primary screen, biochemical, fluorescence polarization, HTS; Golgi-associated PDZ and coiled-coil motif-containing protein (Homo sapiens), Q9HD26; purified CAL PDZ, TMR-peptide fluorescence polarization, 1 h; inhibition, % at 24.9 µM; 300,000 tested, 0.92% active; AID 602252, 2012;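 active = mean inhibition of at least 30% with at least half of replicates also reaching 30%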;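 note: 0% = DMSO neutral control and 100% = excess unlabeled competitor peptide PRC23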
LANA DNA inh: inhibitors of KSHV C-LANA binding to DNA, primary screen, biochemical, fluorescence polarization, FAM-LBS DNA, MBP-C-LANA, single point | Kaposi's sarcoma herpesvirus LANA C-terminal domain (residues 932-1162) DNA binding | 340,000 tested, 0.078% active | inhibition, % at 9 µM;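 active = highest replicate inhibition at or above 60% at 9 µM, even if other replicates fall short; inactive = all replicates below 60% inhibition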;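 note: 0% = neutral control wells and 100% = 4 µM acridine orange control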
Keap1 Nrf2 FP: Keap1-Nrf2 protein-protein interaction inhibitors, primary screen, biochemical, fluorescence polarization, single point | Kelch-like ECH-associated protein 1 (Homo sapiens), Q14145 | Keap1 Kelch-Nrf2 peptide fluorescence polarization, 1536-well | inhibition, % at 9.4 µM | 340,000 tested, 0.15% active | AID 504523, 2011; in the data active = inhibition above about 12%;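 note: human Keap1 Kelch domain with fluorescein labeled Nrf2 9mer peptide probe; 0% = neutral control wells and 100% = peptide positive control; higher means more block of Keap1 binding to Nrf2 peptide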
An asterisk follows results filed as active; x = no result given. Compounds were not picked by outcome; 1.6% or so of the library scored in one or more.

SMILES	Rtt109 HAT inh	RTF Ca sens act	DAGLB inh	CAL PDZ FP-1	RTF Ca sens inh	SR-BI DiI-HDL act	PKA-R2B act	CAL PDZ FP-2	LANA DNA inh	Keap1 Nrf2 FP
Cc1ccc(NC(=O)Cc2ccccc2Cl)cc1S(=O)(=O)N(C)C	-2	-6	1	-1.5	-2	-27	8	-4	0.7	-1
CCC(=O)NS(=O)(=O)c1cccnc1Nc1ccccc1Cl	-7	-2	-1	0.4	2	15	2	x	0.0	7
O=C(Nc1ccc(F)cc1F)NC1CCCCCCC1	-12	0	-6	-2.2	5	35	-6	-1	0.7	-1
CCOC(=O)CSc1nnc(-c2c[nH]c3ccccc23)n1CC	-5	2	3	1.0	-9	13	-3	-1	-2.7	2
Cc1ccc(CNC(=O)c2ccc(N3CCC4(CC3)CC(c3ccccc3)=NO4)c(NC(=O)c3ccccc3)c2)cc1	1	-2	0	-1.5	12	0	0	1	-1.0	-5
CC1(C)CC(=O)C(C=NCCN2CCN(CCCCS(=O)(=O)O)CC2)=C(O)C1	x	4	-1	-1.5	3	20	-4	1	0.7	-1
Cc1sc2nc(CSC(C)C(=O)Nc3ccc(C#N)cc3)[nH]c(=O)c2c1C (stereo not given)	-4	-4	5	-1.5	-5	-19	-1	1	-0.8	-13
COc1ccccc1CN1CCN(C(CC(C)C)c2nnnn2Cc2cccs2)CC1 (stereo not given)	-1	6	-1	x	-6	2	-5	-5	-0.2	1
C#CCNC(=O)C1=C[C@H](c2cn(C(C)=O)c3ccccc23)C[C@H](OCc2ccc(CO)cc2)O1	-13	7	-1	0.6	-11	-9	4	-4	2.9	-14
CCn1c(O)c(N=NC(=O)CNc2cccc(C)c2)c2ccccc21	0	1	2	-1.3	1	-12	-6	-6	-0.4	-6
CN1CCC(=NNC(=O)c2cn(-c3ccccc3)nc2-c2ccccc2)CC1	x	2	-3	-3.4	-4	-9	1	14	1.2	-9
COc1cccc(NC(=O)CCCn2nc(C)c3c(C)n(-c4ccccc4)nc3c2=O)c1	-3	-4	5	-0.9	-7	-9	5	4	-0.8	1
Cc1ccc(S(=O)(=O)N2CCC(C(=O)Nc3nnc(COc4ccccc4)s3)CC2)cc1	x	3	-4	-2.5	-13	11	6	-1	1.7	1
Cc1ccc(N(C(=O)c2snc(C(N)=O)c2N)C(C(=O)NCC2CCCO2)c2ccc(C)o2)c(C)c1 (stereo not given)	14	-5	1	-2.0	-6	x	-2	x	1.5	-3
COc1cccc(NC(=O)CSc2nnnn2C2CCCC2)c1	-8	-3	-2	-2.9	-6	x	-4	-5	0.7	4
O=C1c2ccccc2C(=O)N1CC(=O)N1c2ccccc2Sc2ccccc21	0	3	-6	-2.4	2	-15	-5	1	-1.8	-7
COc1ccc(NS(=O)(=O)c2coc(C(N)=O)c2)cc1Cl	-5	4	2	0.0	0	7	0	x	0.1	-4
COCCN(C(=O)CSc1nnc(-c2cccc(F)c2)n1N)c1c(N)n(CC(C)C)c(=O)[nH]c1=O	-6	-1	-3	-1.2	-4	8	-5	x	1.0	-5
Cc1ccc2c(c1)N(C(=O)CCC(=O)NCc1cccc(Br)c1)CC(C)O2 (stereo not given)	21	3	-1	-1.2	-8	-31	-2	-3	-0.9	-3
O=C1c2ccccc2C(=O)N1c1ccc(S(=O)(=O)N2CCCCC2)cc1	1	-2	-1	0.1	-1	6	-10	-2	3.5	-2
O=C(COC(=O)Cc1ccc(F)cc1)Nc1ccc(Cl)cn1	9	-1	-4	-0.6	-5	1	-2	-2	0.7	2
CC(OC(=O)c1ccc(Cl)nc1)C(=O)NCc1ccc2c(c1)OCO2 (stereo not given)	-7	3	1	-3.2	-12	13	-10	9	-1.6	-3
COCn1c(-c2cccc(Br)c2)nc2ccccc21	4	-4	-4	-0.6	-4	-22	1	1	-0.3	-1
Cc1ccc(NC(=O)Cn2cnc([N+](=O)[O-])c2)cc1C	-6	-6	0	0.5	-3	-5	2	-4	-1.3	3
CCCCCCCn1c(NC(=O)CC)nc2ccccc21	19	-4	0	1.1	2	-9	-4	-6	-0.2	-5

Limited to Keap1 Nrf2 FP and DAGLB inh (two entries from above):
canonical_smiles | Keap1 Nrf2 FP | DAGLB inh
Cc1sc2nc(CSC(C)C(=O)Nc3ccc(C#N)cc3)[nH]c(=O)c2c1C (stereo not given) | -13 | 5
COc1ccccc1CN1CCN(C(CC(C)C)c2nnnn2Cc2cccs2)CC1 (stereo not given) | 1 | -1

Gathered by group, those above with a halogen (nine)
SMILES	Rtt109 HAT inh	RTF Ca sens act	DAGLB inh	CAL PDZ FP-1	RTF Ca sens inh	SR-BI DiI-HDL act	PKA-R2B act	CAL PDZ FP-2	LANA DNA inh	Keap1 Nrf2 FP
Cc1ccc(NC(=O)Cc2ccccc2Cl)cc1S(=O)(=O)N(C)C	-2	-6	1	-1.5	-2	-27	8	-4	0.7	-1
CCC(=O)NS(=O)(=O)c1cccnc1Nc1ccccc1Cl	-7	-2	-1	0.4	2	15	2	x	0.0	7
O=C(Nc1ccc(F)cc1F)NC1CCCCCCC1	-12	0	-6	-2.2	5	35	-6	-1	0.7	-1
COc1ccc(NS(=O)(=O)c2coc(C(N)=O)c2)cc1Cl	-5	4	2	0.0	0	7	0	x	0.1	-4
COCCN(C(=O)CSc1nnc(-c2cccc(F)c2)n1N)c1c(N)n(CC(C)C)c(=O)[nH]c1=O	-6	-1	-3	-1.2	-4	8	-5	x	1.0	-5
Cc1ccc2c(c1)N(C(=O)CCC(=O)NCc1cccc(Br)c1)CC(C)O2 (stereo not given)	21	3	-1	-1.2	-8	-31	-2	-3	-0.9	-3
O=C(COC(=O)Cc1ccc(F)cc1)Nc1ccc(Cl)cn1	9	-1	-4	-0.6	-5	1	-2	-2	0.7	2
CC(OC(=O)c1ccc(Cl)nc1)C(=O)NCc1ccc2c(c1)OCO2 (stereo not given)	-7	3	1	-3.2	-12	13	-10	9	-1.6	-3
COCn1c(-c2cccc(Br)c2)nc2ccccc21	4	-4	-4	-0.6	-4	-22	1	1	-0.3	-1
